# Screening data: PubChem BioAssay, several laboratories
# EP2 antag = EP2 receptor (human) inhibition | 260,000 tested, 0.52% active | inhibition, % at 25 µM | P43116 | C6 glioma cells expressing human EP2, cAMP TR-FRET; cells stimulated with saturating PGE2 | AID 1422;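 active means percent inhibition above 40 after rounding to a whole number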;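 further: rat C6 glioma host cells with rolipram phosphodiesterase inhibitor present; the protocol text gives 20 µM as final concentration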
# p97 inhibitor = blocks human p97 ATPase activity; 220,000 tested, 0.42% active; recombinant p97 ATPase, Kinase-Glo ATP luminescence, 3 h; inhibition, % at 8 µM; AID 1481; P55072; in the data active means inhibition above about 15%;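 further: 0% = DMSO vehicle and 100% = wells lacking enzyme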
# BaF3 tox = parental Ba/F3 viability inhibition as JAK2V617F counter-screen | 220,000 tested, 1.1% active | inhibition, % at 5.6 µM | CellTiter-Glo ATP luminescence;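 active means inhibition above a per-campaign cutoff, the mean inhibition of all tested compounds plus 3 SD, cut at about 27% in these data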;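 further: 0% = DMSO wells and 100% = JAK Inhibitor I control wells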
# Furin inh = inhibitors of human furin. P09958. purified furin, fluorogenic substrate cleavage. inhibition, % at 30 µM. 220,000 tested, 0.061% active; in the data active means inhibition above about 25%; further: inactives centre near -15
# Target sequence (P09958 108-714 limits assumed): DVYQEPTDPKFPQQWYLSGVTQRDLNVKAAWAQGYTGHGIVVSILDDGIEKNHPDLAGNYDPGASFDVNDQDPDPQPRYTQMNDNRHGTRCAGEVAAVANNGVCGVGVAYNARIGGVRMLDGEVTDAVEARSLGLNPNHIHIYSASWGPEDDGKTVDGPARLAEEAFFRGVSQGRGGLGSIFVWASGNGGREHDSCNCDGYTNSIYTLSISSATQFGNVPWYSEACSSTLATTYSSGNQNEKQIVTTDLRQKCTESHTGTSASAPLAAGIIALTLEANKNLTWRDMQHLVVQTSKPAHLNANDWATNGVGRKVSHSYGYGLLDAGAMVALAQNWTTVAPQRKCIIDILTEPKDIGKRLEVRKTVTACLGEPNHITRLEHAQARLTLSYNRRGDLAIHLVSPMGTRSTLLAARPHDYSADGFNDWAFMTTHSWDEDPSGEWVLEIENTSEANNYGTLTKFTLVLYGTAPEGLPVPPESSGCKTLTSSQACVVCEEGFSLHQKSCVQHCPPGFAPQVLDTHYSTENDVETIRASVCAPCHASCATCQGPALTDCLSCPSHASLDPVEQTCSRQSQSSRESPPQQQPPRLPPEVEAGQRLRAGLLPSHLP
# RBBP9 inh = inhibitors of human serine hydrolase RBBP9 | recombinant RBBP9, FP-Rh probe fluorescence polarization | inhibition, % at 7.94 µM | 220,000 tested, 0.2% active | AID 1515;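 active means inhibition above the campaign mean of all tested compounds plus 3 SD, cut at about 14% in these data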;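 further: plate controls were DMSO wells with RBBP9 for no effect and wells lacking RBBP9 protein for full effect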
#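 System: RBBP9 protein / Quantity: 2.5 µM RBBP9 dispensing solution, before mixing / Also added: Serine-hydrolase probe FP-Rh, 375 nM pre-mixing / Dosing: 7.94 µM single dose, 0.794% DMSO / Timing: enzyme-compound preincubation 30 min, then probe labeling 45 min, 25 °C / Signal: FP readout at 525/598 nm / Controls: DMSO-treated enzyme wells and wells lacking RBBP9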
# Tb hexokinase = T. brucei hexokinase 1 inhibition; recombinant TbHK1, G6PDH-coupled NADH A340; inhibition, % at 10 µM; 220,000 tested, 0.11% active;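 active means inhibition of 50% or more in the single-dose primary screen; inactive means inhibition below 50%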
# p47phox inh = p47phox (human) inhibition | p47phox/p22phox peptide binding, fluorescence polarization, 2 h | AID 1274 | 220,000 tested, 0.53% active | P14598 | inhibition, % at 24.7 µM;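 active means inhibition above about 30%, limit read from the data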;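 further: 0% = p47phox with labelled peptide and 100% = labelled peptide alone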
# Target sequence (P14598 whole entry, looked up): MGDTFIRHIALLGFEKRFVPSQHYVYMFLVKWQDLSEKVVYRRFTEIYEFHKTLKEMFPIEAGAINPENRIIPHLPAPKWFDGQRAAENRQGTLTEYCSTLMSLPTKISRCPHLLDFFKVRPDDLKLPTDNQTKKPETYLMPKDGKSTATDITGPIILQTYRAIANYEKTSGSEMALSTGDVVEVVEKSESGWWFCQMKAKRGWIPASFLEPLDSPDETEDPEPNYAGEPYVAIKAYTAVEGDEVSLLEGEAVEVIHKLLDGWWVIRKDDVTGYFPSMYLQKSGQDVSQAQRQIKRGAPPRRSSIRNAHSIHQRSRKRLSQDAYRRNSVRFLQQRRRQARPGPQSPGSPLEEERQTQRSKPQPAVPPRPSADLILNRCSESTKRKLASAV
# PPC-1+TRAIL kill = PPC-1 cancer cell killing with TRAIL present; AID 1443; cell killing (% activity), % at 4 µM; 220,000 tested, 0.41% active; PPC-1 cells + TRAIL, ATPLite viability luminescence;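 active means cell killing above 50% in the first pass at 4 µM, then a duplicate retest at 5 µM averaging 50% or more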;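 further: plate controls were cells with TRAIL plus DMSO for no effect and medium-only wells lacking cells for full effect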
# Ba/F3 V617F tox = lowers viability of Ba/F3 cells expressing EpoR and JAK2V617F; 220,000 tested, 1.1% active; AID 1446; ATP luminescence; inhibition, % at 5.6 µM;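 active means inhibition above the campaign mean plus 3 SD over all tested compounds, cut at about 24% in these data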;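 further: cytokine-independent growth of Ba/F3 cells driven by EpoR plus mutant JAK2; 0% = DMSO-treated cells and 100% = JAK inhibitor I control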
# Starred values were filed as active, the others as inactive; x = no result given; & = joins results of further samples; [ ] = dose if it differs, or a comment. These rows are one share of the data. The share of hits here may be higher or lower than overall.
SMILES,EP2 antag,p97 inhibitor,BaF3 tox,Furin inh,RBBP9 inh,Tb hexokinase,p47phox inh,PPC-1+TRAIL kill,Ba/F3 V617F tox
COc1ccc(CCn2c(SCC(=O)Nc3cc(C)on3)nc3ccsc3c2=O)cc1OC,x,3,-3,-22,-6,-13,49*,12,-2
Cc1ccc(C(=O)Cn2nnc3ccccc32)cc1[N+](=O)[O-],14,5,-1,-13,-7,-13,-3,6,-4
CC1CN(Cc2ccccc2)c2ccccc2NC1=S (stereo unspecified),12,3,5,-17,-4,-1,-11,52*,3
CSc1nc(N)n2nc(C(C)(C)C)cc2n1,2,2,-9,-13,2,-10,-1,-2,1
O=c1c(Cl)cc(Cl)nn1-c1ccccc1,3,6,-2,-15,0,0,-10,18,0
CC1(C)CC(=O)c2cc(NC(=O)c3ccc(F)cc3)c(=O)oc2C1,16,6,3,-21,-10,-8,-9,1,-2
Cc1ccc(OCC(=O)NCCO)c(Br)c1,1,-4,3,-13,-9,-1,7,8,4
CCOc1cc(NC(=O)c2cccs2)c(OCC)cc1NC(=O)c1ccco1,11,-3,0,2[20 µM],1,-22,7,-1,0
CC(=O)NCCCC(=O)NNC1CC(=O)N(c2cccc(Cl)c2)C1=O (stereo unspecified),6,-3,-3,-10,-14,-13,-8,12,0
CCn1c(SCC(=O)Nc2ccc(N3CCOCC3)cc2)nnc1-c1ccc(OC)cc1,10,-1,-1,-7[20 µM],-7,-8,2,5,-4
COC(=O)c1cc(OC)c(OC)cc1NC(=O)CCc1ccc(C)o1,14,-5,9,-21[20 µM],-9,-3,-9,19,3
O=C(CCc1ccc(S(=O)(=O)N2CCOCC2)cc1)N1CCCC1,6,-2,6,-20[20 µM],4,-2,-3,11,4
Cc1ccc(Oc2ncnc(N)c2[N+](=O)[O-])cc1C,6,6,-2,-22,-4,-6,-4,25,-1
CC(C)(C)NC(=O)CCc1ncc(C(F)(F)F)cc1Cl,12,-2,4,-13,-8,8,7,-15,3
CCOC(=O)CSc1nnc(CCc2nc3ccccc3[nH]2)n1C,3&8,5,-1,-12[20 µM],4,-5,8,28,-2
CNC(=S)N1C2CCC1CC(NC(=O)NC13CC4CC(CC(C4)C1)C3)C2 (stereo unspecified),8,-4,1,-16[20 µM],4,-6,-5,-9,-2
O=C(COC(=O)c1cc(S(=O)(=O)N2CCOCC2)ccc1O)Nc1cc(S(=O)(=O)N2CCCC2)ccc1Cl,10,9,1,-11,-10,-13,-5,6,-6
O=C(OCc1nnc(-c2ccccc2)o1)c1cn(-c2ccccc2)nc1-c1ccccc1,6,-6,-2,-1,-1,-4,-57,12,-2
CCCn1c(=N)n(CC(=O)c2ccc([N+](=O)[O-])cc2)c2ccccc21,3,4,-1,-14,0,2,9,1,-4
Cc1c(C)n(C)c2ccc([N+](=O)[O-])cc12,6,-3,2,-18[20 µM],-4,-6,-14,22,2
Cc1cc(-c2nnnn2-c2ccc(F)cc2)no1,5,-3,-3,-15,1,5,6,-10,2
O=C1CCCC2=C1C(c1ccncc1)n1c(nc3ccccc31)N2 (stereo unspecified),12,1,3,-31,-1,-18,-5,28,0
CCOC(=O)c1c(N)nn(C(=O)C(C)C)c1-c1ccccc1,10,-3,2,-12[20 µM],-1,0,4,9,-1
Cc1ccc(OCCC(=O)Nc2ccc(F)c(F)c2)cc1,5,3,0,-21,-12,1,-7,-2,1
COc1cccc(C(C)NC(=O)Nc2ccccc2Cl)c1 (stereo unspecified),7,4,-1,-20,-4,2,-6,12,-3
O=C(c1ccc(N2CCOCC2)cc1)c1cccs1,8,-3,4,-13,-4,11,-9,24,0
Cc1cc2nc(-c3ccc(SCc4ccccn4)nc3)[nH]c2cc1C,14,0,2,-14,-18,-19,-104,6,0
O=C(CCc1ccc(S(=O)(=O)NCc2ccccc2)cc1)NCc1cccnc1,7,2,6,-20,2,5,-2,17,-3
Cc1cc(C(=O)CSc2nn3c(=O)c(C(C)(C)C)nnc3s2)c(C)n1-c1ccc(F)cc1,44*,2,2,-2[20 µM],2,-8,-52,-6,-1
CCC(C)(c1nnnn1-c1c(C)cccc1C)N(N=O)c1ccccc1Cl (stereo unspecified),7,-8,4,-10,-9,4,-11,24,1
Cc1ccc(C(=O)N2Cc3ccccc3CC2C(=O)O)cc1 (stereo unspecified),5,2,5,-21,1,-3,-1,11,1
C(=N\Nc1ncnc2nc[nH]c12)/c1cccs1,9,6,4,5,-5,-60,-3,25,-1
C#CC1(O)CC(C)NCC1(C)CCC#N (stereo unspecified),18,3,3,-20,-6,-2,-4,0,-2
O=C(Cn1nnc(N2CCCCC2)n1)c1ccc(Cl)c(Cl)c1,11,-4,-3,-13,-11,-9,-11,5,3
CCN(CC)c1ccc(/C=N/NS(=O)(=O)c2ccc(CNC(C)=O)cc2)cc1,3,0,4,-22,-6,-28,-16,-4,-3
O=C1CC(N2CCOCC2)C(=O)N1CCN1C(=O)CC(N2CCOCC2)C1=O (stereo unspecified),11,4,2,-12,-3,33,-14,-6,0

# As entered above:
# `CCC(C)(c1nnnn1-c1c(C)cccc1C)N(N=O)c1ccccc1Cl` (stereo unspecified) in RBBP9 inh has -9
# `CCN(CC)c1ccc(/C=N/NS(=O)(=O)c2ccc(CNC(C)=O)cc2)cc1` in Tb hexokinase has -28
# `Cc1cc2nc(-c3ccc(SCc4ccccn4)nc3)[nH]c2cc1C` in Ba/F3 V617F tox has 0

# Next part.
SMILES,EP2 antag,p97 inhibitor,BaF3 tox,Furin inh,RBBP9 inh,Tb hexokinase,p47phox inh,PPC-1+TRAIL kill,Ba/F3 V617F tox
C[N+]1(CC(=O)OCCCc2ccccc2)CCOCC1,6,0,10,-14[20 µM],-2,2,3,0,4
O=C(CSc1nnc(-c2ccc(Br)o2)n1Cc1ccccc1)c1ccccc1F,8,0,4,-21[20 µM],-5,7,-11,4,1
CCc1ccc(C(=O)c2cnc3ccc(OC)cc3c2N2CCN(CC)CC2)cc1,6,0,1,-6,0,-8,-3,2,-4
Cc1ccc2ncnc(NCCC(=O)O)c2c1,6,-3,0,-4[20 µM],-8,-9,-2,10,0
COC(=O)c1ccccc1NC(=O)CCc1ccccc1,6,1,6,-27,-3,0,-5,-4,-2
O=C(COC(=O)C1CCN(C(=O)c2ccc(Cl)cc2)CC1)NC1CCS(=O)(=O)C1 (stereo unspecified),10,3,6,-15,-1,1,-8,2,-2
Cc1cc(C(=O)N2CCC(C)CC2)on1,5,6,0,-22,-5,-9,-7,-6,-4
CCN(C(=O)/C=C/c1ccc2c(c1)OCO2)c1ccccc1,15,0,2,0,-4,-30,-4,20,-1
CS(=O)(=O)N1CCN(c2ccc(NC(=O)c3cccnc3Cl)cc2)CC1,6,2,5,-17[20 µM],4,-4,12,11,1
CN(C(=O)COC(=O)CNC(=O)CNC(=O)c1ccc(Cl)cc1Cl)c1ccccc1,6,3,8,-16,-5,-3,-14,-21,2
Nc1nonc1-c1noc(-c2ccccc2)n1,8,-1,3,-11[20 µM],-3,0,-8,11,0
CC(=O)N1Cc2ccccc2CC1C(=O)N1CCN(c2ccccc2)CC1 (stereo unspecified),10,2,3,-17,-1,0,-3,7,-5
Cc1ccc(C(=O)NN2CCOCC2)cc1,8,3,3,-4[20 µM],-4,1,5,19,-1
CC1=NN(c2ccc(C)cc2C)C(=O)C1C(c1cccc(O)c1)C1C(=O)N(c2ccc(C)cc2C)N=C1C (stereo unspecified),7,23*,1,-23,-2,32,-4,10,-2
CC(C)CNC(=O)C1CCCN(S(=O)(=O)c2ccc(-n3cnnn3)cc2)C1 (stereo unspecified),x,4,0,-12,-7,0,10,-10,-2
CCOC(=O)c1c(C)[nH]c(C(=O)Nc2ccc(C)c(Cl)c2)c1C,12,-3,2,-23,3,4,-11,2,-2
Cc1ccc2cc(C#N)c(N3CCCN(S(=O)(=O)c4ccccc4)CC3)nc2c1,11&20,3,9,-23,-6,7,-85,0,1
COC(C(=O)Nc1ccc(S(=O)(=O)N2CCCCC2)cc1)c1ccccc1 (stereo unspecified),9,-5,4,-4[20 µM],-6,-1,-12,24,0
CC(C)Cn1nc(NC(=O)c2cccs2)c2cc3ccccc3nc21,14,1,4,-10,-11,-6,-33,7,-1
CCO/C(C)=N/n1c2nc3ccccc3nc2c2c(=O)n(Cc3ccccc3Cl)c(C)nc21,23,3,3,-5,-12,-16,-22,8,-3
CNc1nc(Oc2ccc(=O)n(C)n2)nc(N2CCOCC2)n1,1,5,4,-12[20 µM],6,5,-4,11,-3
CCOC(=O)c1c(NC(=O)CN2CCCCC2)sc2c1CCN(C(=O)OCC)C2,x,-2,2,-14,-3,-8,-7,15,-2
CCOC(=O)c1cnc2c(cnn2C)c1NCCCN(C)C,4,-3,8,-16,-7,-1,-11,10,5
Cc1ccc(-c2nnc(-c3cccs3)o2)cc1,7,-4,1,-15,-3,-4,0,12,0
Cc1ccc(OCc2nnc(SCc3cc(=O)[nH]c4ccccc34)n2-c2ccccc2)cc1,11,2,6,6,-5,37,-24,7,1
Cc1[nH]c2ccccc2c1NC(=O)CN1CCN(C(=O)c2ccco2)CC1,4,-9,0,-8,1,-7,-6,20,4
NC/C(=N\O)c1ccc(Cl)cc1Cl,10,4,2,-9,0,-4,-10,0,0
COc1ccc(-c2noc(-c3ccc4c(c3)OCO4)n2)cc1,1,9,-2,-10[20 µM],-3,5,-9,29,-4
CCN(CC(=O)NC(C)C)C(=O)CCNC(=O)c1ccc(Cl)cc1,7,6,0,-24,-7,2,-16,20,-2
CCOc1ccccc1N(CC(=O)N/N=C/c1cc(Br)ccc1OC)S(C)(=O)=O,9,2,3,-23,-5,-3,-17,-4,-1
CCn1c(SCC#N)nc2c(c1=O)C1(CCCC1)Cc1ccccc1-2,7,-3,8,-18,-11,17,0,-16,3
CCCCC(=O)N/N=C/c1sccc1C,7,-3,4,1,-5,22,1,33,4
C[N+]1(CCn2ccc3ccccc32)CCCCC1,11,4,2,-31,-6,-1,-1,5,0
COc1ccc(CCNC(=O)CCSc2nc(-c3ccco3)cc(C(F)(F)F)n2)cc1,20&15,-3,6,-22[20 µM],1,-8,-1,-2,-2
O=C(/C=C/c1cccs1)N1CCN(c2ccccc2F)CC1,2,1,-2,-13,-1,-6,-4,13,-3
CCCOc1ccc(N2C(=O)CC(N(Cc3ccc(OC)cc3)C(=S)Nc3ccccc3)C2=O)cc1 (stereo unspecified),3,6,2,-24,-7,0,-5,7,-1
O=C(Nc1ccccc1C(=O)NCCCn1ccnc1)c1ccc(Cl)cc1Cl,16,-3,2,-27[20 µM],-1,9,-5,14,0
Cc1ccccc1C(=O)NN(C)c1nc2ccccc2nc1C(F)(F)F,15,-3,1,-2[20 µM],-3,3,3,18,1
COc1ccc(N2CCN(C(=S)Nc3ccc(C)cc3)CC2)cc1,13,2,6,-23,-9,-4,1,9,2
CCNC(=O)CCc1nc(-c2ccc(C)cc2)no1,8,4,-8,-9,-4,-13,2,-1,2
NC(=O)CC(NC(=O)c1ccccc1)c1ccc(NCC2CC2)c([N+](=O)[O-])c1 (stereo unspecified),18,x,x,-36,x,-1,-8,2,x
